JMJD2C inh: inhibitors of human GASC-1 (JMJD2C) demethylase; Q9H3R0; inhibition, % at 2.35 µM; hit rate 0.069% among 330,000; AID 2099; GST-JMJD2C(1-420) H3K9me3 demethylation, DELFIA europium;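 active means more than half of a compound's replicate wells show inhibition beyond 50%, single wells judged on their own value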;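 further: signal counts dimethyl H3K9 product captured on neutravidin plate; 0% = median of DMSO wells and 100% = 0.3 times that DMSO median; strong numbers were not always called active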
PP1 counter: PP1-alpha (human) inhibition in PP5 counter-screen. purified PP1alpha, OMFP fluorescence. inhibition, % at 6.7 µM. hit rate 0.9% among 320,000;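 active means inhibition above the mean inhibition of all tested compounds plus 3 SD, computed separately for each screening campaign, cut at about 15% in these data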
Target sequence (P62136 whole entry, looked up): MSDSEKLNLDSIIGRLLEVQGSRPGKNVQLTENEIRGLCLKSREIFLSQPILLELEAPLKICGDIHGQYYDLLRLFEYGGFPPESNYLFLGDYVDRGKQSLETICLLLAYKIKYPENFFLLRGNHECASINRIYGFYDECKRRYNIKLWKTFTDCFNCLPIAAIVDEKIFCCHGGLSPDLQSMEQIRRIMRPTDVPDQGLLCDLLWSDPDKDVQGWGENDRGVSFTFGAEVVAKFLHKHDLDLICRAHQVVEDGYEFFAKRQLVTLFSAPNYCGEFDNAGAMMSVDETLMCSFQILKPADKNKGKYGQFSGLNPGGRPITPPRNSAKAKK
CTSL1 counter: blocks F. hepatica cathepsin L1 in PFM18AAP counter-screen. recombinant F. hepatica cathepsin L1, Z-Leu-Arg-MCA fluorescence. inhibition, % at 5.96 µM. hit rate 0.49% among 300,000. AID 1906;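 active means inhibition above the mean of all tested compounds plus 3 SD, set per screening campaign, cut at about 17% in these data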;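 further: 0% = plate median of test compound wells and 100% = 1 µM Z-Phe-Ala-diazomethylketone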
procasp7 counter: activates human procaspase-7, counter-screen for procaspase-3 activators. recombinant procaspase-7, Ac-DEVD-pNA absorbance 405 nm; D23A/D198A/D206A triple mutant, cannot self-cleave; scale: DMSO 0, 5 µM enzyme 100. P55210. AID 463210. hit rate 0.093% among 330,000. activation, % at 8.5 µM;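 active means percent activation above the screen-wide mean plus 3 SD, cut at about 25% in these data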
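Material: Procaspase-7 triple mutant (PC-7 D3A) | Quantity: 2 µM procaspase-7 mutant as dispensed | Reagent: DEVD-pNA substrate | Times: 1 h preincubation, 2 h reaction | Technique: 405 nm absorbance of p-nitroaniline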
Efflux pump mplx: blocks antifungal efflux pumps in multiplex yeast assay; S. cerevisiae Candida pump triplex, Nile Red efflux; hit rate 0.44% among 330,000; inhibition, % at 10 µM;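 active means plate passing quality check with inhibition over a set limit, or well fluorescence over plate mean plus 4 SD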;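 further: Nile Red retained in pooled yeast measured as flow cytometry median fluorescence; 0% = buffer negative control and 100% = Enniatin B positive control; higher means more Nile Red kept so more efflux inhibition; some compounds called inactive have numbers as strong as hits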
procasp3 activ: activates human procaspase-3; activation, % at 8.5 µM; hit rate 0.11% among 330,000; P42574; recombinant procaspase-3 D3A, Ac-DEVD-pNA absorbance 405 nm;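 active means activation above the mean of all tested compounds plus 3 SD, cut at about 21% in these data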;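 further: 0% = DMSO alone and 100% = DMSO wells spiked with extra 5 µM PC-3 D3A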
Target sequence (P42574 whole entry D9A/D28A/D175A): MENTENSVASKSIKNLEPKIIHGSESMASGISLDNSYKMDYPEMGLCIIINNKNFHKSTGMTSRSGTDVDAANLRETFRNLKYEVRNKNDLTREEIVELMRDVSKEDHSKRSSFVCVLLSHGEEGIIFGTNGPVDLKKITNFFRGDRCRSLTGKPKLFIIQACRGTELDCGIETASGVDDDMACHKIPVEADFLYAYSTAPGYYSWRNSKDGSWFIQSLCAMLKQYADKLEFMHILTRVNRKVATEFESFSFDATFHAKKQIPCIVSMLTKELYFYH
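assay system = Procaspase-3 D3A mutant | signal = absorbance at 405 nm, 0 and 120 min | times = 1 h preincubation plus 2 h reaction at 25 °C | repeats = single replicate | read-out = % activation between DMSO and enzyme-spiked controls | medium = Zinc-free HEPES saline buffer with Triton X-100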
PP5 inh: PP5 (human) phosphatase inhibition. hit rate 0.18% among 320,000. AID 1987. purified PP5c, OMFP substrate fluorescence. inhibition, % at 6.7 µM. P53041;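 active means inhibition above the campaign's mean inhibition across all tested compounds plus 3 SD, cut at about 9.5% in these data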;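 further: 0% = DMSO only and 100% = 100 µM cantharidin control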
Target sequence (P53041 whole entry, looked up): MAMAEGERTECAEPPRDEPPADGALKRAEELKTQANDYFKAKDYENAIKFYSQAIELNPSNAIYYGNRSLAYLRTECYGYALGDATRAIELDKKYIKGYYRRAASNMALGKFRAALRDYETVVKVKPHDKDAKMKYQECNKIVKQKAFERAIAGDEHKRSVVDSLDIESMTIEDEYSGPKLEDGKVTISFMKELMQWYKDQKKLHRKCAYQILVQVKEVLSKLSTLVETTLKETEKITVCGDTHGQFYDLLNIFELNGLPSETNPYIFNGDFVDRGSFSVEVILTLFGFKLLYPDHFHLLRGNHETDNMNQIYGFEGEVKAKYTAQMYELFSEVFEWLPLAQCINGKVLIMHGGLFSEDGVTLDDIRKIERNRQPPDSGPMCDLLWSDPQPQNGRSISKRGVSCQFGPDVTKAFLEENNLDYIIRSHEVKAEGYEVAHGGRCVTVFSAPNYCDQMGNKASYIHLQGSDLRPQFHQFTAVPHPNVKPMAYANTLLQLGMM
HCV core dimer: blocks dimerization of HCV core protein; TR-FRET GST/Flag-core106 dimerization, 1536-well; inhibition, % at 5 µM; hit rate 0.33% among 300,000; AID 1899;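 active means inhibition above the mean of all tested compounds plus 3 SD, set per screening campaign, cut at about 45% in these data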
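test system = GST/Flag-tagged HCV core106 proteins | probe or stimulus = Eu donor and XL665 acceptor anti-tag antibodies | times = compound-protein-antibody incubation 4 h at 22.5 °C | signal = TR-FRET, excitation 340 nm, emission 617 and 671 nm | measure = percent inhibition of core106 dimerization signal | controls = wells lacking GST-core106 and wells with excess unlabelled core106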
TPT1 inh: blocks Candida albicans tRNA 2'-phosphotransferase. recombinant caTPT1, FP RNA substrate dephosphorylation. hit rate 0.81% among 300,000. AID 1962. inhibition, % at 5 µM;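 active means inhibition above the mean of all tested compounds plus 3 SD, set per screening campaign, cut at about 24% in these data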;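 further: plate controls were DMSO alone for no effect and ferristatin control at 100 nM for full effect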
An asterisk follows results filed as active; · = not tested or not shown.

1	CCc1cc(C(=O)NN2C(=O)NC3(CCCCC3)C2=O)sc1C
2	O=C(CSc1nnc(-c2ccco2)n1-c1ccccc1)N1CCOCC1
3	Cc1cc(Cl)cc(Br)c1OCCCCn1cncn1
4	COc1ccc(OC)c(NC(=O)COc2ccc3c(c2)CCC3)c1
5	COc1ccc(CNC(=O)COC(=O)CN2C(=O)C3CC=CCC3C2=O)cc1 (configuration not stated)
6	Cc1ccc(C)c(Cn2nnc3c(=O)[nH]c(C4CCCN(C(=O)C5CCC5)C4)nc32)c1 (configuration not stated)
7	CCCCN1C(=O)/C(=C2/Sc3ccc(OC)cc3N2CC)SC1=S
8	CCOC(=O)c1c(NC(NC(=O)C(C)C)C(Cl)(Cl)Cl)sc2c1CCC2 (configuration not stated)
assay / entry | 1 | 2 | 3 | 4 | 5 | 6 | 7 | 8
JMJD2C inh | 9 | 1 | -6 | 10 | -2 | -3 | -9 | 0
Efflux pump mplx | 0.0 | 0.0 | -0.1 | 0.1 | 0.0 | 0.2 | 0.0 | 0.3
procasp3 activ | 5 | -1 | -1 | -6 | 6 | -4 | -5 | 2
HCV core dimer | · | 4 | -4 | · | · | 7 | -2 | -5
PP1 counter | 1 | 2 | -1 | 0 | · | -2 | 2 | -1
CTSL1 counter | · | -1 | 2 | · | · | -1 | -1 | 0
procasp7 counter | -4 | 14 | 4 | 2 | 10 | 2 | -13 | -7
PP5 inh | 0.0 | 4.5 | 2.3 | 2.8 | · | 3.9 | 2.3 | 4.4
TPT1 inh | · | 0 | -1 | · | · | 1 | 3 | -2

9	Cn1c(NC(=O)C2CCCC2)cc(=O)n(C)c1=O
10	C(=N\NC1=Nc2cccc3cccc1c23)/c1ccccc1
11	Cc1ccc(Oc2ccc(S(=O)(=O)N3CCOCC3)cc2C(N)=O)c(-n2nc3ccccc3n2)c1
12	O=C(NCC(=O)N(c1cccc(F)c1)C(C(=O)NC1CCCC1)c1ccncc1)c1ccco1 (configuration not stated)
13	COc1ccc(-n2c(SCC3CNC(=O)O3)nnc2-c2ccc(Cl)cc2)cc1 (configuration not stated)
14	CCC/C(=C1/c2ccccc2C(=O)N1c1ccccc1)c1ccc2c(c1)OCO2
15	CCN1CCN(c2ccc(S(=O)(=O)N3CCCCC3)cc2NC(=O)c2cccc(OC(F)F)c2)CC1
16	O=C(N/N=C/c1c[nH]c2ccccc12)c1sc2ccccc2c1Cl
assay / entry | 9 | 10 | 11 | 12 | 13 | 14 | 15 | 16
JMJD2C inh | -2 | -5 | -5 | 3 | 4 | 11 | -9 | 5
Efflux pump mplx | 0.1 | 0.1 | 0.0 | 0.1 | 0.2 | 0.1 | 0.0 | -0.4
procasp3 activ | 4 | -29 | 2 | -1 | -4 | -2 | 10 | -18
HCV core dimer | -4 | -22 | 6 | -3 | 2 | · | -8 | -2
PP1 counter | 1 | 4 | 3 | 2 | -1 | -1 | 3 | 2
CTSL1 counter | 1 | 4 | -2 | 2 | -3 | · | 5 | 4
procasp7 counter | 0 | -42 | 0 | -4 | 0 | 11 | -1 | -2
PP5 inh | 2.9 | 2.2 | 3.6 | 2.3 | 5.4 | 2.9 | 4.1 | 4.8
TPT1 inh | -3 | 26* | -3 | -1 | 6 | · | -2 | 0

17	COc1ccccc1C(=O)Nc1nnc(S(=O)(=O)N2CCOCC2)s1
18	CCC(C)[C@H](NC(=O)NC(C)C)C(=O)O (some centres not stated)
19	CC1CCN(C(=O)N2c3ccccc3Sc3ccccc32)CC1
20	CCOC(=O)c1c(N)sc(N)c1C(=O)OCC
21	NC(=S)N=Nc1c(O)n(CCCl)c2ccccc12
22	O=C(COC(=O)/C=C/c1ccco1)NCc1ccc(Cl)cc1Cl
23	CC(=O)c1ccc(Nc2cc(C)nc3c(C)cc(C)cc23)cc1
24	COc1cc(C(=O)NCCC(=O)NCCN2CCCCCC2)cc(OC)c1OC
assay / entry | 17 | 18 | 19 | 20 | 21 | 22 | 23 | 24
JMJD2C inh | 1 | -2 | -7 | 4 | -42 | -4 | -17 | -10
Efflux pump mplx | -0.2 | 0.2 | 0.0 | 0.1 | 0.2 | 0.4 | 0.0 | -0.3
procasp3 activ | 1 | 7 | 4 | -17 | 6 | -1 | -9 | 3
HCV core dimer | -6 | -5 | 10 | -21 | -7 | · | 5 | -3
PP1 counter | -3 | 7 | 4 | 3 | 6 | · | -1 | 0
CTSL1 counter | 1 | -2 | 1 | -1 | 2 | · | 5 | 0
procasp7 counter | -4 | 6 | -1 | -37 | -2 | -7 | 2 | 7
PP5 inh | 0.9 | 3.2 | 0.4 | 4.3 | 2.4 | · | -1.4 | -1.2
TPT1 inh | -3 | 1 | -2 | 1 | -2 | · | 4 | -5

25	O=C(NC(=S)NNC(=O)c1ccc(Cl)cc1Cl)c1cccnc1
26	CC(=O)NN1C(=O)/C(=C/c2ccc(Br)o2)SC1=S
27	CC(=O)NC(=O)NC1CSCC1OC(C)=O (configuration not stated)
28	O=C(NCCC1=CCCCC1)C(=O)NCC(c1ccco1)N1CCN(c2ccc(F)cc2)CC1 (configuration not stated)
29	CCCn1c(SCC(=O)N2CCc3ccccc32)nnc1-c1ccco1
30	CCSc1c(C(=O)NC)ccc2c1C(=O)c1ccccc1C2=O
31	CSc1nnc(-c2cccc(NC(=S)NN)c2)o1
32	CSCCC(NC(=O)c1ccccc1Br)C(=O)N1CCN(C(C)=O)CC1 (configuration not stated)
assay / entry | 25 | 26 | 27 | 28 | 29 | 30 | 31 | 32
JMJD2C inh | -6 | 6 | 18 | -3 | -7 | 6 | -11 | -13
Efflux pump mplx | -0.6 | 0.0 | 0.3 | 0.9 | 0.0 | 0.0 | 0.0 | 0.2
procasp3 activ | -14 | -20 | 2 | -1 | 3 | 3 | -8 | 6
HCV core dimer | -1 | -10 | 2 | 8 | 7 | -7 | 0 | ·
PP1 counter | -1 | 0 | -2 | -3 | -3 | -3 | 1 | -1
CTSL1 counter | -1 | -1 | -1 | 0 | -5 | 3 | 0 | ·
procasp7 counter | -4 | -23 | 5 | 2 | 2 | 5 | -6 | 0
PP5 inh | 1.1 | 0.1 | 4.2 | 2.6 | 3.2 | 0.5 | 0.7 | 0.1
TPT1 inh | 0 | 12 | 5 | 2 | -4 | -6 | -2 | ·

Reprinted at random: 3 entries already listed, in no set order.
28	O=C(NCCC1=CCCCC1)C(=O)NCC(c1ccco1)N1CCN(c2ccc(F)cc2)CC1 (configuration not stated)
31	CSc1nnc(-c2cccc(NC(=S)NN)c2)o1
29	CCCn1c(SCC(=O)N2CCc3ccccc32)nnc1-c1ccco1
assay / entry | 28 | 31 | 29
JMJD2C inh | -3 | -11 | -7
Efflux pump mplx | 0.9 | 0.0 | 0.0
procasp3 activ | -1 | -8 | 3
HCV core dimer | 8 | 0 | 7
PP1 counter | -3 | 1 | -3
CTSL1 counter | 0 | 0 | -5
procasp7 counter | 2 | -6 | 2
PP5 inh | 2.6 | 0.7 | 3.2
TPT1 inh | 2 | -2 | -4

Following part
33	C#CCOc1ccc(C2C3=C(CCCC3=O)N(CC(=O)O)C3=C2C(=O)CCC3)cc1Br
34	COc1ccc(C(=O)CSc2nnn(-c3cccc(NC(C)=O)c3)n2)cc1
35	CCOCCCn1c(SCC(=O)NC(C)C)nc2ccccc2c1=O
36	CCOC(=O)CNC(=O)C1c2ccccc2Oc2ccccc21
37	COc1ccccc1NC(=O)CSc1nc(C)c2c(c1C#N)CCCC2
38	Cc1ccc(CSCCNC(=O)c2ccc(Cl)c(S(=O)(=O)N3CCOCC3)c2)cc1
39	CC(OC(=O)Cc1c[nH]c2ccccc12)C(=O)N(C)c1ccccc1 (configuration not stated)
40	Fc1ccc2nc3c(nc2c1)CCCC3
assay / entry | 33 | 34 | 35 | 36 | 37 | 38 | 39 | 40
JMJD2C inh | -20 | -3 | 24 | -11 | -1 | 3 | -6 | -4
Efflux pump mplx | 0.1 | 0.1 | 0.0 | -0.1 | -0.2 | -0.1 | 0.0 | 0.1
procasp3 activ | 0 | -1 | 2 | 0 | 3 | -3 | 7 | 0
HCV core dimer | 1 | 0 | 0 | 0 | -1 | 1 | 5 | -6
PP1 counter | -2 | -2 | -6 | -1 | 1 | 8 | -5 | 2
CTSL1 counter | 5 | 0 | 3 | -1 | -2 | -2 | 3 | -1
procasp7 counter | 0 | 7 | 12 | 12 | 6 | 13 | 3 | -3
PP5 inh | -1.1 | 2.9 | 0.1 | 2.3 | 0.8 | 1.8 | 4.3 | 0.7
TPT1 inh | -4 | 4 | -2 | 0 | -3 | -3 | 0 | -1

41	CCN(CC(=O)Nc1ccc(NC(C)=O)cc1)CC(=O)Nc1cc(C)on1
42	O=C(O)CC(CN1C(=O)c2ccccc2C1=O)c1ccccc1 (configuration not stated)
43	Cc1cc(Cn2nc(C(=O)NCc3cccc(Br)c3)cc2-c2ccccc2)on1
44	O=C(CCNS(=O)(=O)c1ccc(OC(F)(F)F)cc1)N1CCN(C/C=C/c2ccccc2)CC1
45	Nc1ccc(S(=O)(=O)Nc2ccccn2)cc1
46	C=CCc1cc2c(oc(=O)c3ccccc32)c(C)c1O
47	COc1ccccc1-n1nnnc1SCC(=O)NC1CCCC1
48	C/C(=N\O)c1cccc(Br)c1
assay / entry | 41 | 42 | 43 | 44 | 45 | 46 | 47 | 48
JMJD2C inh | 9 | 9 | -8 | 9 | -48 | 9 | -1 | 6
Efflux pump mplx | -0.2 | -0.1 | · | -6.0 | -0.1 | -0.2 | -0.1 | 0.2
procasp3 activ | 8 | 0 | 3 | -4 | 4 | -2 | 2 | -3
HCV core dimer | · | -3 | -2 | -6 | 3 | 4 | -1 | -1
PP1 counter | -4 | -5 | 5 | 4 | -6 | 0 | 2 | -2
CTSL1 counter | · | -3 | -3 | 1 | -1 | 2 | -4 | 2
procasp7 counter | 0 | 7 | -12 | -1 | 9 | 2 | -5 | 6
PP5 inh | -1.3 | 3.7 | 5.8 | 3.0 | -1.4 | 2.7 | 1.1 | 1.7
TPT1 inh | · | -2 | 0 | -1 | 1 | -2 | 1 | 2

49	COc1ccc(C2(NC(C)=O)CCN(C(=O)c3ccco3)CC2)cc1
50	S=C1NCN(Cc2ccco2)CN1
51	COc1ccc(-c2oc3ccccc3c(=O)c2OC(C)=O)cc1
52	COc1ccc(C)cc1S(=O)(=O)Nc1cc(Cl)ccc1Cl
53	CCc1nc(C)c(-c2ccccc2)c(=O)[nH]1
54	COc1ccc(N(C(=O)Cn2cnc3ccccc32)C(C(=O)NC2CCCCC2)c2ccccc2)cc1 (configuration not stated)
assay / entry | 49 | 50 | 51 | 52 | 53 | 54
JMJD2C inh | 8 | 8 | -1 | 0 | -5 | 3
Efflux pump mplx | 0.1 | 0.4 | -0.1 | 0.2 | 0.0 | 1.1
procasp3 activ | -10 | -13 | -7 | 1 | 7 | 4
HCV core dimer | -5 | 0 | 1 | 9 | -4 | 6
PP1 counter | 1 | -3 | 1 | 8 | -3 | 2
CTSL1 counter | -3 | 1 | -20 | 8 | 1 | 4
procasp7 counter | 4 | -12 | -10 | 5 | 1 | 7
PP5 inh | -1.3 | 1.3 | 0.6 | -4.9 | 2.2 | 2.6
TPT1 inh | -4 | 2 | -2 | 1 | 3 | 1
